# Source: PubChem BioAssay
# TEAD-YAP block: TEAD-YAP interaction inhibition; HEK-TIYL cells, TEAD-Gal4/YAP UAS-luciferase luminescence; inhibition, % at 9.12 µM; actives 1.4% (n = 640,000); AID 1259422; in the data active = inhibition above about 32%;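 also: 0% = median of test compound wells and 100% = reference inhibitor wells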
# FBW7 activator: human FBW7 E3 ligase activation, primary screen | AlphaScreen FBW7–phospho-cyclin E peptide binding, activator screen | Q969H0 | normalized activity (activation), % at 26.1 µM | actives 0.13% (n = 650,000); in the data active = normalized activity above about 1.9%;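 also: purified mutant Fbw7 with reduced substrate affinity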
# GPR151 activ: human GPR151 activation | activation, % at 11.2 µM | AID 1508602 | actives 1% (n = 650,000) | PathHunter beta-arrestin GPR151 cells, luminescence; in the data active = activation above about 4.9%;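 also: 0% = median of compound wells and 100% = cells with positive control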
# Target sequence (Q8TDV0 whole entry, looked up): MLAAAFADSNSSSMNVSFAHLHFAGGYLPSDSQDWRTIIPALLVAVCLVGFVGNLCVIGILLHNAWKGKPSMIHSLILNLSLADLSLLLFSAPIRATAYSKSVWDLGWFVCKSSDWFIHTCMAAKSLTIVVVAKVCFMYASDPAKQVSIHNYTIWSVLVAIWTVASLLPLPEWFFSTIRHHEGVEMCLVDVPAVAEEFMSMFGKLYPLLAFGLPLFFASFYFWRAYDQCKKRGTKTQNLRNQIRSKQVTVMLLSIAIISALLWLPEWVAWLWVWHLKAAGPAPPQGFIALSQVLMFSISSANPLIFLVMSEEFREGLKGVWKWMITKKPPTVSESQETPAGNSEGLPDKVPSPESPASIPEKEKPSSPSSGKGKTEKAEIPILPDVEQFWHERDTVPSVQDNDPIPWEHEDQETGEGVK
# MITF primary: human MITF inhibition, primary screen; O75030; AlphaScreen MITF homodimerization, bead proximity signal; inhibition, % at 2.6 µM; actives 0.91% (n = 650,000); AID 1259374; in the data active = inhibition above about 50%;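 also: 0% = vehicle wells with protein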
# Target sequence (O75030 whole entry, looked up): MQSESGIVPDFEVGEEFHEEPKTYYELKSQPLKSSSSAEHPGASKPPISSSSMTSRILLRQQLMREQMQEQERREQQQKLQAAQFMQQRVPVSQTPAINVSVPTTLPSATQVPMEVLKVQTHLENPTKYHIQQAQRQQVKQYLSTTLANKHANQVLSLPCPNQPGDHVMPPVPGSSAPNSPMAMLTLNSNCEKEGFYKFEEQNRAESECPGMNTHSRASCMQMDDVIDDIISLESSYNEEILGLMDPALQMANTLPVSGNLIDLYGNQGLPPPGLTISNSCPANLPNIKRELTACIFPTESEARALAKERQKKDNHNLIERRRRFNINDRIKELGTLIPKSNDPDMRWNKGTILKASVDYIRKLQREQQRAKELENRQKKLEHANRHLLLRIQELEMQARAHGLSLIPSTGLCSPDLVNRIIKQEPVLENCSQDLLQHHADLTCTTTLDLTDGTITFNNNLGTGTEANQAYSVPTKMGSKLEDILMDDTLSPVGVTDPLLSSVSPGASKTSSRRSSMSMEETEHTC
# Numbers without * were called inactive. Not a hit list, and some 3.4% of all compounds hit somewhere here.
# The line under a structure holds: TEAD-YAP block	FBW7 activator	GPR151 activ	MITF primary
> Cc1ccc(-n2c(N)c(C(=O)Nc3ccccc3C)sc2=S)cc1C
  -11.2	-0.4	2.8	0.1
> CCOC(=O)Nc1ccc2c(CN(C)C3CCCCC3)cc(=O)oc2c1
  2.1	0.1	3.2	6.7
> CCn1c(SCC(=O)Nc2cccc(C)c2C)nnc1C(C)C
  3.5	0.5	0.7	1.8
> O=C(COc1ccccc1)Nc1cccc(-c2nc3ccccc3o2)c1
  7.4	0.1	-0.6	18.1
> CCc1ccccc1NC(=O)CN(c1ccccc1F)S(C)(=O)=O
  -9.2	0.1	2.2	6.8
> COC(=O)[C@H](C)NC(=O)C(c1ccccc1)c1ccccc1
  9.8	0.1	0.1	11.8
> Cc1cc(C)n(-c2nc3nonc3nc2Nc2ccccc2F)n1
  6.4	-0.2	0.1	-9.6
> Cc1ccccc1-c1cc(=O)c2ccccc2o1
  -2.2	0.2	0.1	-0.1
> Fc1ccc(OCCCCCn2ccnc2)cc1
  4.0	0.3	-0.6	9.6
> CCC(Sc1ncnc2sc(C)c(C)c12)C(=O)OC (centres undefined)
  -11.0	0.0	-0.3	-2.2
> COc1ccc(C(=O)NCC(c2ccc3c(c2)OCO3)N2CCN(C)CC2)cc1 (centres undefined)
  -2.9	-0.1	1.2	-0.6
> COc1ccccc1N1CCN(S(=O)(=O)c2ccc3cc(C)ccc3c2)CC1
  -9.0	0.1	0.4	-25.2
> Cc1[nH]nc(SCC(=O)NC2CCCCC2)c1[N+](=O)[O-]
  4.5	-0.2	-0.3	-1.5
> Cc1onc(-c2ccccc2Cl)c1C(=O)Nc1cc(Cl)cc(Cl)c1
  0.7	0.2	-1.4	3.3
> COc1ccc(C2CC(c3ccc(Cl)cc3)Nc3nc(N)nn32)cc1 (centres undefined)
  21.4	0.1	-0.7	15.1
> CC(=O)Nc1cccc(-c2cnc3ccc(NCc4ccco4)nn23)c1
  22.4	-0.1	0.1	-3.4
> Cc1cc(C)nc(N2CCC(N(Cc3cccnc3)S(C)(=O)=O)CC2)n1
  16.1	0.1	0.1	6.0
> CSc1ccc(/C=C2/C(=N)N3C(=NC2=O)SN=C3S(=O)(=O)C(C)C)cc1
  5.5	-0.1	-1.9	8.0
> O=C(COC(=O)C(O)c1ccccc1)NC12CC3CC(CC(C3)C1)C2 (centres undefined)
  4.3	-0.3	-0.6	1.4
> Cn1c(=O)c2nc(SCC(=O)Nc3ccc(Br)cc3)n(C)c2n(C)c1=O
  11.8	-0.2	1.2	8.5
> OCCC1CN(Cc2ccc(CO)o2)CCN1Cc1ccsc1 (centres undefined)
  3.2	-0.2	-0.7	2.1
> COc1ccc(OC)c(-n2c(=S)[nH]c3cc(C(=O)NCc4ccccc4)ccc3c2=O)c1
  1.7	0.1	0.4	-16.4
> CCCOC(=O)C1=C(C)NC2=C(C(=O)CCC2)C1c1ccccc1Cl (centres undefined)
  20.5	0.0	0.8	5.1
> CC1CCCN(c2nc3c(c(=O)[nH]2)CN(Cc2ccc4ncccc4c2)CC3)C1 (centres undefined)
  -7.9	0.2	-0.8	-1.4
> Cc1ccc(C(=O)COC(=O)/C(C#N)=C/c2ccc3c(c2)OCO3)cc1C
  -11.4	0.1	2.2	0.7
> CN(C)Cc1c(O)ccc2c(-c3ccccc3)cc(=O)oc12
  -6.0	-0.3	-0.6	-5.4
> O=C(Nc1nc(-c2ccc(F)cc2)cs1)c1ccc(C(=O)c2ccccc2)cc1
  6.5	0.6	-0.3	2.0
> Cc1ccccc1NC(=O)Cn1nnc(S(=O)(=O)c2ccc(Cl)cc2)c1N
  -2.2	0.1	0.4	-4.3
> Oc1oc(-c2ccc(Br)cc2)nc1C=Nc1cccc(F)c1
  4.8	0.6	-0.2	11.9
> CCc1nnc(NC(=O)CSc2nc3cc(C)cc(C)c3cc2C#N)s1
  0.7	0.0	0.1	2.8
> O=C(N/N=C/c1cc([N+](=O)[O-])ccc1O)C(=O)Nc1ccccc1OC(F)(F)C(F)F
  8.0	0.1	-0.8	2.3
> O=[N+]([O-])c1cccc(NS(=O)(=O)N2CCCCC2)c1
  5.4	-0.1	1.4	4.7
> CCOC(=O)c1cnc2ccc(OC)cc2c1Nc1cccc(C(=O)OC)c1
  0.5	-0.3	0.1	-13.4
> O=C(c1ccccc1Br)N(c1ccc(F)cc1)C1C=CS(=O)(=O)C1 (centres undefined)
  8.0	-0.1	0.3	6.9
> O=C(Nc1ccc(Cl)cn1)c1cccc2c(Br)cccc12
  -8.7	0.1	-0.8	-0.1
> COc1ccc(C2CC(=O)C3=C(C2)NC(C)=C(C(=O)OC2CCCC2)C3c2cccc(Cl)c2)cc1OC (centres undefined)
  29.6	0.1	1.6	-8.0
> NC(=O)c1ccsc1NC(=O)CSc1nnc(C2CC2)n1-c1ccccc1
  -0.1	0.2	-0.2	6.2
> COC(=O)/C(=C(/F)SCC(=O)c1ccccc1)C(F)(F)F
  -31.0	0.1	0.5	0.4
> N#C/C(=C\c1c(Oc2ccccc2)nc2ccccn2c1=O)C(=O)NCC1CCCO1 (centres undefined)
  -7.4	-0.1	-7.9	14.7
> COC(=O)c1ccc2c(=O)n(-c3cccc(C(F)(F)F)c3)c(=S)[nH]c2c1
  -1.5	0.1	0.8	11.7
> COc1ccc([N+](=O)[O-])cc1NC(=O)C1CC(=O)OC12CCOC(C)(C)C2 (centres undefined)
  10.2	0.1	-0.2	-4.8
> N#Cc1ccsc1NC(=O)Cc1cccc2ccccc12
  -12.9	0.1	1.0	-12.1
> O=C(CC1=CCCCC1)N1CCCC(N2CCN(c3ccccc3)CC2)C1 (centres undefined)
  -11.9	-0.3	0.0	3.3
> O=c1oc2ccc3ccccc3c2cc1-c1csc(-c2cc3c(ccc4ccccc43)oc2=O)n1
  3.2	0.1	0.9	15.4
> CC1CCCC(NC(=O)COC(=O)Cc2ccsc2)C1C (centres undefined)
  0.8	0.7	0.0	18.9
> Cn1c(=O)c(C(=O)Nc2ccccc2Br)c(O)c2ccccc21
  -2.2	0.2	0.1	-2.8
> Cc1ccccc1OCCOc1cccc(/C=C2/C(=N)N3N=C(CC(C)C)SC3=NC2=O)c1
  -42.2	1.1	0.3	2.8
> O=[N+]([O-])c1ccc(Oc2ccc(F)cc2)c2ccncc12
  6.5	-0.2	-0.6	7.6
> CC1CN(C2=NC(=O)/C(=C\c3cccc(O)c3)S2)CC(C)O1 (centres undefined)
  1.8	0.0	-1.7	3.1
> Cc1ccc2c(CC(=O)NNC(=O)CC34CC5CC(CC(C5)C3)C4)coc2c1
  9.1	0.1	-1.0	9.4
> O=C(NC1CCCC1)c1ccc(N2CCC(NCC3OCCc4ccccc43)CC2)cc1 (centres undefined)
  10.9	0.6	3.0	21.9
> O=[N+]([O-])c1ccc(N/N=C/c2cccnc2)cc1
  -0.6	-0.1	-0.5	3.8
> CCc1ccc(CNC(=O)CN2C(=O)COc3ccccc32)cc1
  5.1	0.9	-1.1	-97.3
> CCC1Oc2ccc(C)cc2N(CC(=O)NC2CC2)C1=O (centres undefined)
  8.5	-0.2	0.9	-0.5
> COc1cc([N+](=O)[O-])cc2sc(NC(=O)c3cccc(N4C(=O)CCC4=O)c3)nc12
  0.3	0.5	-1.0	-0.3
> CCCCCn1c(N)c(-c2nc3ccccc3s2)c2c([N+](=O)[O-])nn(C)c(=O)c21
  2.5	-0.1	2.1	1.3
> Nc1nc(CSc2n[nH]c(-c3ccccc3)n2)nc(Nc2ccccc2)n1
  7.0	0.0	0.4	-1.8
> CC(Sc1ccccc1)C(=O)NCc1ccc2c(c1)OCO2 (centres undefined)
  -4.5	0.0	-1.5	-2.8
> CCn1c(SCC(=O)Nc2c(C)cccc2C)nnc1-c1cnccn1
  -5.2	0.0	1.8	-2.8
> Cc1nc(/N=C(\N)NC(=O)COc2ccc(Cl)cc2)nc2ccccc12
  14.2	0.0	1.2	12.4

# The results go on:
# The line under a structure holds: TEAD-YAP block	FBW7 activator	GPR151 activ	MITF primary
> CCC(Sc1nc2cc3c(cc2c(=O)n1CCCC(=O)NCc1ccc(OC)cc1)OCO3)C(=O)NCCCOC (centres undefined)
  17.9	0.1	0.7	-18.6
> COCc1ccc(CN2CCC(n3c(CCc4ccccc4)nc4cccnc43)CC2)o1
  2.7	0.0	-1.4	6.5
> COc1cccc(/C=C2\N=C(c3ccc(C)cc3)OC2=O)c1OC
  -3.1	-0.1	0.2	0.0
> C/C(CC(=O)Nc1cccc2c1CCCC2)=N\NC=O
  3.4	-0.1	-0.8	2.1
> Cc1c(C(N)=O)sc2ncn(CC(=O)N3CCOCC3)c(=O)c12
  -11.3	0.2	-2.2	20.6
> Cc1c(C(=O)OC(C)C)[nH]c2c1C(=O)CC(c1cccs1)C2 (centres undefined)
  60.1*	0.1	0.9	-0.7
> Cn1c2ccccc2c2cnn(CC(=O)NCc3ccccc3Cl)c(=O)c21
  2.1	0.0	1.4	-4.7
> O=c1[nH][nH]c(=O)n1-c1cccc(Cl)c1
  0.0	-0.1	1.8	7.1
> CCCCS(=O)c1nc(-c2ccc(C)cc2)cc(-c2ccccc2)c1C#N (centres undefined)
  3.5	0.0	1.3	-12.1
> O=C(Nc1nccs1)c1cccc(F)c1
  -19.5	-0.1	-1.7	-6.5
> O=C(CN1Cc2ccccc2C1=O)NCc1ccc2c(c1)OCO2
  -6.5	-0.1	-0.5	-1.4
> COc1cc(C)c(S(=O)(=O)Oc2ccccn2)cc1C
  1.0	0.0	-0.9	2.5
> O=C(c1ccc2c(=O)n(Cc3ccccc3Cl)c(=S)[nH]c2c1)N1CCOCC1
  8.3	1.6	-0.3	23.0
> COc1cc(C=C2C(=O)NC(=O)NC2=O)cc(Cl)c1OCC(=O)O
  0.1	0.1	0.5	19.9
> N=c1c2cn[nH]c2nc(SCc2ccccc2Cl)n1-c1ccc(Br)cc1
  -3.7	-0.3	0.0	-2.5
> CSCCC(NS(=O)(=O)c1ccc(C)cc1)C(=O)NC1CCCCC1 (centres undefined)
  3.9	-0.2	2.3	9.3
> Cc1ccc(NC(=O)CS(=O)(=O)c2cn(C)c3ccccc23)cc1
  -1.2	0.0	0.0	17.7
> CC(C)CN1CN(Cc2ccco2)CNC1=S
  15.5	0.0	0.2	3.0
> Cn1c(CNc2ccccc2C(=O)O)c(C#N)c2ccccc21
  -15.1	-0.1	-1.5	5.2
> CCN(CC)C(=O)C1CCCN(Cc2cc(F)ccc2F)C1 (centres undefined)
  2.9	-0.1	-1.1	-1.7
> CC1CCCN(S(=O)(=O)c2cccc(-c3cn4ccccc4n3)c2)C1 (centres undefined)
  10.6	0.2	2.0	4.2
> Cc1nc2ccccc2c(=O)n1-n1c(-c2ccccc2)cc(C(F)(F)F)c(C#N)c1=O
  -6.0	0.0	-0.8	8.3
> COc1cccc(CN(C)S(=O)(=O)c2ccccc2C#N)c1OC
  -5.8	0.0	-1.3	-2.2
> O=C(NC(=S)Nc1cccc(NC(=O)c2ccco2)c1)c1ccc(Cl)cc1
  -7.1	-0.2	-1.0	-2.3
> Cc1cccc(C2=N/C(=C\c3cccc([N+](=O)[O-])c3)C(=O)O2)c1
  -4.8	0.0	-0.2	10.3
> COc1cccc(-c2nnc(NC(=O)c3ccc(F)cc3)s2)c1
  -1.0	-0.1	0.1	-3.5
> Cc1ccccc1N1C(=O)CN(Cc2ccccc2)C1=S
  -7.2	0.0	0.8	-1.7
> CCC[N-]/[N+](CCC)=N/n1c(CC)nc2ccccc2c1=O
  6.6	0.8	-1.3	11.5
> CC1(C)CC(=O)C2=C(C1)Nc1ccccc1N(C(=O)Nc1ccc(Cl)c(Cl)c1)C2c1ccco1 (centres undefined)
  3.5	0.3	-1.6	23.0
> O=C1C=C(NCc2cccnc2)CC(c2ccccc2)C1 (centres undefined)
  3.6	0.1	0.1	14.1
> Cc1cc(/C=C2\Sc3ccccc3N2C)cc(C)[n+]1C1CCS(=O)(=O)C1 (centres undefined)
  21.1	0.0	-1.1	8.3
> O=C(CN1CCN(Cc2ccccc2)CC1)N1N=CCC1c1ccccc1 (centres undefined)
  -3.8	-0.1	1.0	-7.4
> Cc1nnc(NC(=O)CN2CCCC(C)C2)s1 (centres undefined)
  -2.7	0.0	-0.9	28.3
> CC(Sc1nnc(-c2ccc(C(N)=S)cc2)o1)C(N)=O (centres undefined)
  -3.1	-0.4	-1.0	-0.8
> CC1=NOC(=O)/C1=C\c1ccc(-c2ccc(Br)cc2C(=O)O)o1
  9.8	0.3	-0.6	6.5
> O=C(C1CCN(C2CCN(Cc3c[nH]c4ccccc34)CC2)CC1)N1CCCC1
  -1.8	-0.1	-0.2	3.7
> COCCNC(=O)CC(NS(=O)(=O)c1ccc(C)cc1)c1cccc(OC)c1OC (centres undefined)
  0.7	-0.1	0.3	-10.9
> COc1cc(C#N)ccc1OCc1ccc(C)cc1
  -31.6	0.2	-1.0	1.1
> O=C(NCC(O)c1ccc([N+](=O)[O-])cc1)c1cccc(S(=O)(=O)N2CCOCC2)c1 (centres undefined)
  -19.5	-0.1	0.3	0.0

# Laid out differently: entries from further up
Structure	TEAD-YAP block	FBW7 activator	GPR151 activ	MITF primary
O=C(CN1CCN(Cc2ccccc2)CC1)N1N=CCC1c1ccccc1 (centres undefined)	-3.8	-0.1	1.0	-7.4
Cc1nnc(NC(=O)CN2CCCC(C)C2)s1 (centres undefined)	-2.7	0.0	-0.9	28.3
CC(Sc1nnc(-c2ccc(C(N)=S)cc2)o1)C(N)=O (centres undefined)	-3.1	-0.4	-1.0	-0.8
CC1=NOC(=O)/C1=C\c1ccc(-c2ccc(Br)cc2C(=O)O)o1	9.8	0.3	-0.6	6.5
